Bioassay records as filed in PubChem.
influenza NS1A = NS1A inhibition, H1N1 influenza, cell based functional assay (AID 504329) | NS1A functional cell-based assay, percent inhibition; higher % means a stronger effect | inhibition, % at 12.5 µM; hits with a dose series show IC50 in µM | hit rate 0.3% among 340,000; in the data active = a potency from the dose series; inconclusive = inhibition above about 27% without an active follow-up result; note: strong numbers were not always called active
M. tuberculosis = growth inhibition of non-replicating M. tuberculosis (AID 488890); hit rate 0.39% among 320,000; inhibition, % at 25 µM, or IC50 in µM where a hit was titrated; Mycobacterium tuberculosis non-replicating, growth inhibition; higher % means a stronger effect; in the data active = a potency from the dose series; inconclusive = inhibition mostly from about 82% at the one dose, without a potency; inactive = the rest, 99 in 100 with inhibition below about 76%;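 note: plate controls were DMSO cells for no effect and high antibiotic wells for full effect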
Salmonella PhoP GFP = PhoP regulon inhibitors, Salmonella typhi PhoP promoter GFP reporter, confirmatory (AID 1850). hit rate 0.33% among 310,000. inhibition, % at 50 µM, or IC50 in µM where a hit was titrated. Salmonella Typhi PhoP-promoter GFP reporter, fluorescence, 4 h; higher % means a stronger effect; in the data active = a potency from the dose series; inconclusive = inhibition mostly from about 25% at the one dose, without a potency; inactive = the rest, 99 in 100 with inhibition below about 19%;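 note: 0% = induced wells with vehicle and 100% = uninduced wells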
inhibitors of VEEV = inhibitors of VEEV TC-83 cytopathic effect, confirmation, Vero cells (AID 588727) | Vero cells, VEEV TC-83 cytopathic effect inhibition; higher % means a stronger effect | inhibition, % at 20 µM, or IC50 in µM where a hit was titrated | hit rate 0.13% among 350,000; in the data active = a potency from the dose series; inconclusive = inhibition mostly from about 14% at the one dose, without a potency; inactive = the rest, 99 in 100 with inhibition below about 12%; note: strong numbers were not always called active
M. tuberculosis HTS = M. tuberculosis growth inhibition, HTS (AID 449762); inhibition, % at 25 µM, or IC50 in µM where a hit was titrated; hit rate 0.59% among 330,000; M. tuberculosis H37Rv growth inhibition, 7H9 media; higher % means a stronger effect; in the data active = a potency from the dose series; inconclusive = inhibition above about 70% without an active follow-up result;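 note: bacterial growth assessed after seven days of incubation; strong numbers were not always called active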
inhibitors of VEEV 10K pilot screen = recorded beside inhibitors of VEEV, whose call it bears; inhibition, %; measured here: 10K pilot screen inhibition
* = called active by the depositor; i = inactive; ? = inconclusive; . = no result given; & = joins results of further samples.

SMILES | influenza NS1A | M. tuberculosis | Salmonella PhoP GFP | inhibitors of VEEV | M. tuberculosis HTS | others
COc1ccc(-c2nc(CN3CCN(Cc4cccc(F)c4)CC3)c(C)o2)cc1 | 3% | 31% | -2% | 1.5% | 7%
CCc1cc2c(=O)c(-c3nc4ccccc4n3C)c(COCC(=O)O)oc2cc1O | -14% | 3% | -9% | 2.2% | -1%
Cc1[nH]nc(-c2ccc(O)cc2O)c1-c1ccc(Cl)cc1 | -2% | 19% | -5% | i | -16%
CC(=O)N[C@@H](Cc1c[nH]c2ccccc12)C(=O)OCC(=O)Nc1cc(C)on1 | -6% | . | . | 1.1% | .
CSc1nnc2c3ccccc3n(Cc3ccccc3)c2n1 | 1% | -3% | 5% | i | -4%
Cc1ccccc1OCCCN1CCOCC1 | -13% | 5% | 10% | 2.6% | -4%
CCOC(=O)c1cnc(SCC(=O)OCC(=O)NC2CCS(=O)(=O)C2)nc1N (centres undefined) | 14% | -7% | -5% | 0.3% | -10%
Cc1cc2ccc(C)c(C)c2nc1SCC(=O)c1cccs1 | -2% | 18% | 16% | 1.0% | 10%
CCCC(=O)Nc1ccc(Cl)c(NC(=O)c2cccnc2)c1 | -1% | 1% | 1% | 0.3% | -4%
Cc1ccnc(NC(=O)c2cccc(NC(=O)c3ccc(Cl)c(Cl)c3)c2)c1 | -4% | . | . | 3.0% | .
O=C(NCc1cccs1)c1nc(-c2cccs2)no1 | 3% | -9% | 8% | 1.9% | -3%
CCCc1cc(=O)oc2cc(OCC(=O)NC3CCN(Cc4ccccc4)CC3)ccc12 | 1% | 17% | 8% | i | -5%
O=C(Cc1ccc(Cl)cc1)Nc1nc2ccccc2[nH]1 | -24% | 25% | 1% | 0.1% | 4% | inhibitors of VEEV 10K pilot screen=0.9
CC(C(O)c1ccc(O)cc1)N1CCC(Cc2ccccc2)CC1 (centres undefined) | 7%&4%&6% | -6%&6%&7% | 10%&-7% | 1.2%&0.7%&0.9% | -4%&3%&12%
Cc1cc(C)n(C2CCCCC2OC(=O)CCc2ccccc2)n1 (centres undefined) | 1% | -15% | 3% | i | -2%
CCOC(=O)C1CCCN(C(=O)COC(=O)C2=COCCO2)C1 (centres undefined) | -1% | 49% | -3% | 1.0% | 3%
CC(NC(=O)OC1CCCCC1)N1C(=O)C2C3C=CC(C3)C2C1=O (centres undefined) | -18% | -1% | -2% | i | -5%
CCOc1cc(CN2CCCCCC2)ccc1OC | -5% | -10% | -8% | 0.4% | 0%
c1cnc(N2CCN(Cc3ccc4c(c3)OCO4)CC2)cn1 | 10% | 13% | 10% | 0.4% | 2%
COc1ccc(CCNC(=O)CCCOc2ccc(C)cc2)cc1OC | 7% | 44% | -6% | 0.9% | -2%
Cc1ccccc1NC(=S)NCCc1c[nH]c2ccccc12 | 5% | 30% | -4% | 1.1% | -24%
O=C(Oc1ccc(Br)cc1C(=S)N1CCCCC1)c1cc([N+](=O)[O-])cc([N+](=O)[O-])c1 | 17% | ? | -1% | 8.0% | -8%
O=C(Nc1ccc(F)c(F)c1)c1ccccc1-c1ccccc1 | -12% | 21% | -2% | 2.7% | -3%
CC/C(O)=C1\C(=O)CCCC1=NCc1nc2ccccc2[nH]1 | 7% | 26% | -3% | i | 6%
O=C(O)CSc1nnnn1-c1ccccc1 | -9% | 22% | -8% | i | -6%
CC(C)(C)OC(=O)N1CCN(c2ccc([N+](=O)[O-])cc2)CC1 | -6% | 67% | 20% | i | 1%
CC(C)C(=O)N1CCN(c2ccc(NC(=S)NC(=O)c3cc4ccccc4o3)cc2)CC1 | 6% | ? | -2% | 4.9% | ?
COc1ccc(C(=O)C[n+]2cn(C(F)F)c3ccccc32)c(F)c1 | 2% | 47% | 6% | 1.2% | 0%
Cc1ccccc1CC(=O)NC1CCCc2ccccc21 (centres undefined) | 1% | 18% | 4% | 0.8% | 8%
CC(NC(=O)C(NC(=O)C1CCCN1C(=O)OC(C)(C)C)C(C)C)C(N)=O (centres undefined) | -5% | -19% | -6% | i | 1%
COC(=O)c1ccccc1SC(CC(=O)c1ccccc1)c1ccc(F)cc1 (centres undefined) | -9% | ? | -1% | 12% | 9%
O=C(NCc1ccco1)/C(=C\c1cccs1)NC(=O)c1cccs1 | -15% | 8% | 10% | 1.4% | -3%
COc1ccc(OCCN2C(=O)NC(C)(c3ccc(C)cc3)C2=O)cc1 (centres undefined) | 18% | 7% | 4% | i | -6%
O=C(O)c1ccc(Cn2c(SCc3cc(=O)n4cc(Br)ccc4n3)nc3ccsc3c2=O)cc1 | . | 15% | -31% | . | 11%
CC(=O)NS(=O)(=O)c1ccc2c(c1)Cc1cc(S(=O)(=O)NC(C)=O)ccc1-2 | -5% | 8% | -5% | 0.4% | 3%
Clc1nc2ccccc2nc1-c1ccccc1 | 8% | 1% | 17% | i | 7%
Cc1ccc2nc(-c3ccc(NC(=O)COC(=O)c4cncc(Br)c4)cc3)sc2c1 | -3% | . | . | 2.4% | .
C[C@@H]1O[C@@H](O[C@H]2[C@H](Oc3cc(O)c4c(c3)OC(c3ccc(O)cc3)CC4=O)O[C@H](CO)[C@@H](O)[C@@H]2O)[C@H](O)[C@H](O)[C@H]1O (some centres undefined) | 8% | -7% | -7% | i | -2%
Brc1c(CSc2nnc(-c3ccco3)o2)nc2ccccn12 | -8% | 0% | -10% | 1.6% | -8%
O=C1NC(=O)C2(Br)Nc3ccc(Br)cc3C(=O)C2N1 (centres undefined) | 3% | . | . | i | .
C/C(=C\C(=O)c1ccc(F)cc1)Nc1ccc(N2CCOCC2)cc1 | 12% | 6% | -10% | 0.5% | -4%
COc1ccc(NC(=O)/C(=C\c2cccs2)NC(=O)c2ccco2)cc1 | 4% | 13% | 0% | 0.1% | 7%
COc1ccc(N(CC(=O)Nc2ccccc2C)S(=O)(=O)c2ccccc2[N+](=O)[O-])c(OC)c1 | 1% | 46% | 7% | 1.2% | 0%
O=c1ccc(-c2ccc(S(=O)(=O)Nc3cccc(F)c3)o2)n[nH]1 | 2% | -5% | 2% | 0.4% | -3%
O=C(O)C1(S(=O)(=O)c2ccc(Cl)cc2)CCC1 | 3% | -6% | -2% | i | -5%

Taken from the listing, 4 compounds:
SMILES | influenza NS1A | M. tuberculosis | Salmonella PhoP GFP | inhibitors of VEEV | M. tuberculosis HTS | others
COC(=O)c1ccccc1SC(CC(=O)c1ccccc1)c1ccc(F)cc1 (centres undefined) | -9% | ? | -1% | 12% | 9%
O=C(NCc1ccco1)/C(=C\c1cccs1)NC(=O)c1cccs1 | -15% | 8% | 10% | 1.4% | -3%
COc1ccc(OCCN2C(=O)NC(C)(c3ccc(C)cc3)C2=O)cc1 (centres undefined) | 18% | 7% | 4% | i | -6%
O=C(O)c1ccc(Cn2c(SCc3cc(=O)n4cc(Br)ccc4n3)nc3ccsc3c2=O)cc1 | . | 15% | -31% | . | 11%

Three compounds already listed, ordered by length of the SMILES, falling.
SMILES | influenza NS1A | M. tuberculosis | Salmonella PhoP GFP | inhibitors of VEEV | M. tuberculosis HTS | others
O=c1ccc(-c2ccc(S(=O)(=O)Nc3cccc(F)c3)o2)n[nH]1 | 2% | -5% | 2% | 0.4% | -3%
COc1ccc(NC(=O)/C(=C\c2cccs2)NC(=O)c2ccco2)cc1 | 4% | 13% | 0% | 0.1% | 7%
O=C(O)C1(S(=O)(=O)c2ccc(Cl)cc2)CCC1 | 3% | -6% | -2% | i | -5%

(further entries)
SMILES | influenza NS1A | M. tuberculosis | Salmonella PhoP GFP | inhibitors of VEEV | M. tuberculosis HTS | others
CCOC(=O)C1CCCN(C(=O)Cc2c(F)cccc2Cl)C1 (centres undefined) | -2% | -1% | -1% | i | 6%
O=C(NCCN1CCN(C(=O)C(c2ccccc2)c2ccccc2)CC1)C(=O)Nc1ccccc1 | 0% | 0% | 2% | 1.1% | -2%
CC(C)c1ccc(-n2c(O)c(/C=N/NC(=O)c3ccncc3)c(=O)[nH]c2=O)cc1 | 6% | 37% | -3% | 0.2% | ?
O=C(NC1CC1)C1=C[C@@H](C2CC2)C[C@@H](OCCCCO)O1 | -15% | -7% | -8% | 1.8% | -2%
COc1ccc(/C=C(/NC(=O)c2cccs2)C(=O)Nc2ccc(C)cc2)cc1OC | 2% | 53% | -5% | 3.1% | 11%
CN1Cc2ccccc2CC1CNCc1c(C(=O)N2CCCC2)nc2ccccn12 (centres undefined) | -8% | -15% | -2% | 0.6% | 2%
CC(=O)c1cccc(S(=O)(=O)Nc2ccccc2N2CCOCC2)c1 | -7% | 8% | . | 2.0% | 1%
c1ccc(-c2nc3ccccc3[nH]2)nc1 | 14% | . | 9% | 2.3% | -8%
COc1cc(Cl)c(C)cc1NCC(=O)Nc1cccc(S(=O)(=O)N2CCCC2)c1 | -6% | 16% | . | 4.7% | -12%
CCN1C[C@@H]2[C@@H]3C(=O)N(C)C(=O)[C@@H]3[C@](Cc3ccccc3)(C1=O)N2C(=O)c1ccc(Br)cc1 | 0% | . | . | 0.5% | .
CC(C)N(Cc1nccn1C)C(=O)c1cc(COc2cccc(C(F)(F)F)c2)on1 | 7% | 20% | 1% | i | -3%
COc1cccc(CN(C(=O)Cc2c[nH]c3ccccc23)C(C(=O)NC2CCCCC2)c2cccs2)c1 (centres undefined) | 6% | 50% | -5% | i | -1%
Cc1cccc2cc(CN(Cc3cccs3)C3(c4nnnn4C4CCCC4)CCCC3)c(=O)[nH]c12 | 1% | -3% | -1% | 3.0% | -12%
COc1ccc(C(=O)OCC(=O)N2CCN(C(=O)c3ccco3)CC2)cc1OC | -3% | -6% | . | 1.6% | -3%
COC1=C/C(=C/c2c(N)n3c(nc2=O)sc2cc(S(C)(=O)=O)ccc23)C=CC1=O | 2% | 10% | 18% | 5.3% | 3%
COc1ccccc1CNC(=O)CN1CCN(S(=O)(=O)c2cccs2)CC1 | 3% | 15% | 3% | 4.6% | -6%
Cc1ccc(CN2CCCCC2C(=O)Nc2ccc(Oc3cccnc3)cc2)o1 (centres undefined) | -3% | 21% | -1% | 5.3% | -2%
CCOC(=O)Cc1csc(NC(=O)c2csc(C)c2)n1 | 5% | 34% | -5% | i | -4%
CSc1ccc(CN(C)CC(=O)Nc2ccccc2Br)cc1 | -3% | 53% | 0% | 0.8% | 11%
Cc1cccc(N(C(=O)c2csnn2)C(C(=O)NCc2ccccc2)c2ccncc2)c1 (centres undefined) | 9% | 5% | 2% | i | -5%
Cc1ccc(NS(=O)(=O)c2cccc(C(=O)NC3CC3)c2)c(C)c1 | 5% | 4% | . | 0.8% | -4%
COc1cccc(C(=O)N/N=C(\CC(C)C)c2ccccc2)c1 | -8% | 15% | -2% | 0.8% | -3%
COc1ccc(S(=O)(=O)N2CCOCC2)cc1NC(=O)CSc1nnc2n1CCCCC2 | -7% | 9% | . | 2.8% | 0%
O=P(O)(CCc1ccccc1)CN1CCCCC1 | -7% | 0% | 14% | 0.3% | 2%
COc1ccc(OC)c(C2Nc3nc4ccccc4n3C(C)=C2C(=O)Nc2ccc(C)cc2C)c1 (centres undefined) | 18% | 10% | -2% | i | 0%
O=C(c1cc2c(s1)-c1ccccc1OC2)N1CCCC1 | -8% | 10% | -5% | 2.3% | 0%
CCCNC(=O)c1onc(CSc2ccc(Cl)cc2)c1C(=O)NCCOC | -1% | 7% | -5% | 1.1% | -4%
CCOC(=O)C1(Cc2cccc(OC)c2)CCN(CC(O)CO)CC1 (centres undefined) | -2% | -13% | 5% | 1.0% | -6%
C=CCNC(=O)CSc1nnc(C(CC)N(C)C)n1C1CCCCC1 (centres undefined) | -13% | 2% | 1% | 0.1% | -6%
CCOc1cc(C=O)ccc1OCC(=O)N1CCCC1 | -4% | -4% | 2% | 0.2% | -3%
Cc1ccc(NC(=O)c2cc3ccccc3cc2O)cc1 | -2% | 22% | 6% | 6.3% | 7%
COc1ccc(N2CCN(CCCN)CC2)cc1 | 40µM* | 12% | 2% | i | -14%
Cc1ccc(NC(=S)N/N=C/c2ccc(OCCC(C)C)cc2)c(C)c1 | 1% | 4% | 15% | i | 1%
COc1ccc(Nc2ncnc3c2oc2ccccc23)cc1 | -20% | 13% | -11% | 10% | 2%
COc1ccccc1C(NC(C)=O)c1c(O)ccc2ccc(O)cc12 (centres undefined) | 2% | -1% | 6% | 0.7% | 0%
N=C1c2ccccc2CN1NC(=O)c1cccc(S(=O)(=O)N2CCCC2)c1 | -16% | 2% | -4% | i | -3%
